KAT2A inh – inhibitors of human GCN5L2 histone acetyltransferase | Q92830 | GCN5L2 HAT assay, ThioGlo1 CoA-SH fluorescence | Potency, µM (titrated, usually from 58.9 µM), inactives show at the highest dose activity change, negative = inhibition, actives largely listed as inhibitors | 0.21% of 390,000 active | AID 504327
Target sequence (Q92830 whole entry, looked up): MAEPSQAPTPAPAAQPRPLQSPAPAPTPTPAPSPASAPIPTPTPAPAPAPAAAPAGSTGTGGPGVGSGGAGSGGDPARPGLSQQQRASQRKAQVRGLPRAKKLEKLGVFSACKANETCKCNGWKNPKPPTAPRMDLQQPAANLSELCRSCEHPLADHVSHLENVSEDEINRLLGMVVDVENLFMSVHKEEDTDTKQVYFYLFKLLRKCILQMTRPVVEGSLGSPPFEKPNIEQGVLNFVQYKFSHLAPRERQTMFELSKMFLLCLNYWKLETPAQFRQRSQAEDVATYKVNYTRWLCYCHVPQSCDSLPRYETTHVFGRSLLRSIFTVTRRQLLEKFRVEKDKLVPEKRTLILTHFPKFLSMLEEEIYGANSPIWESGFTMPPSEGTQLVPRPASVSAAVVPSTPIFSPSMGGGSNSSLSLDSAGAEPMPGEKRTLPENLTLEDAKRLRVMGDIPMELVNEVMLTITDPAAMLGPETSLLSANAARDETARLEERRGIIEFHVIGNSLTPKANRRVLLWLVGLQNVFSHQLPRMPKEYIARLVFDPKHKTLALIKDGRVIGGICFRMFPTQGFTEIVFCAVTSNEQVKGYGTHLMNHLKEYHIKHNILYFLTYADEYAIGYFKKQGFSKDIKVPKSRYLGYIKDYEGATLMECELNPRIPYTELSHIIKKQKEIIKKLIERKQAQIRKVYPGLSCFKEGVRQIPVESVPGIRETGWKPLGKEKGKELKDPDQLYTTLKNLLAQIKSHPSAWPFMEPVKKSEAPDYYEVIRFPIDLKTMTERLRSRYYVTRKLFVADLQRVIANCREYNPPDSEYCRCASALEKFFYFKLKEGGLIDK
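Preincubate 20nM GCN5L2 with compound 15 min, RT → add 50uM ThioGlo1 + 75uM H3(1-25) + 70uM acetyl-CoA → read fluorescence 0 and 20 min. Primary qHTS; fluorescent artifacts likely.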
TDP1 cell CPT – DT40-hTDP1 cell growth loss with CPT. chicken DT40 Tdp1-/-;hTDP1 cells + 20 nM CPT, ATP luminescence, 48 h. Potency, µM (doses to about 46.2 µM), for inactives: at the highest dose activity change, negative = growth inhibition, usual class: inhibitors. 12% of 420,000 active. AID 686979; note: nearly all actives have a fitted effect of over 55% in size
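Chicken DT40 Tdp1-/- cells complemented with human TDP1, 400 cells/well, exposed to compounds plus 20 nM camptothecin for at least 48 h at 37 C; viability read as ATP content by CellTiter-Glo luminescence.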
DT40 TDP1 no CPT – qHTS for Inhibitors of human tyrosyl-DNA phosphodiesterase 1 (TDP1): qHTS in cells in absence of CPT; DT40 Tdp1-/- hTDP1 cells, no CPT, ATP luminescence, 48 h; Potency, µM (titrated, usually from 46.2 µM), for the others: top-dose activity change, negative = growth inhibition, hits mostly inhibitors; 15% of 420,000 active; note: nearly all actives have a fitted effect of over 55% in size
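Camptothecin absent (DMSO only). Human TDP1-complemented DT40 knockout cells, 400 cells/well, 37 °C for minimum 48 hr; ATP measured via CellTiter-Glo, 30 min dark incubation, luminescence.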
Starred values were filed as active, the others as inactive; u = inconclusive; x = not tested or not shown; [ ] = dose if it differs, or a comment. Calls come from the whole dose curve; as a rule, active = well fitted curve in the direction sought with a large enough effect; inconclusive = small, poorly fitted or top-dose-only effect, or another doubt; inactive = no such curve, though single readings can be large; an effect the other way counts as inactive or inconclusive. % is set by controls: 0 for no effect and ±100 for the full control effect; potency is the fitted concentration of half-maximal effect. These rows are one share of the data (hit frequency here may not be typical).

Compound,KAT2A inh,TDP1 cell CPT,DT40 TDP1 no CPT
CC(OC(=O)c1ccc(NS(=O)(=O)c2ccc3[nH]c(=O)[nH]c3c2)cc1)C(=O)Nc1cccc(Cl)c1Cl (centres undefined),-7.7%,-3.8%,3.5%
CN1C(=O)N(C)C2=NNC=NC2(O)C1=O (centres undefined),x,2.9%[9.04 µM],2.1%[9.04 µM]
Cn1c(=O)c2c(SCc3ccccn3)nc(CC(C)(C)C)nc2n(C)c1=O,-0.4%,20.6µM*,20.6µM*
COC(=O)c1ccc(/C=N/NC(=O)c2ccccc2Cl)cc1,-3.6%,u,u
CCOC(=O)c1sc2ncn(/N=C/c3ccc(O)cc3)c(=O)c2c1C,-15.7%,10.6%,-2.6%
Cn1cnnc1Sc1ccc(C(F)(F)F)cc1[N+](=O)[O-],-5.1%,3.2%,-1.0%
COc1ccc(/C=C2\SC(=N)N(c3nccs3)C2=O)cc1OC,-20.1%,13µM*,5.8µM*
Cc1onc(-c2ccccc2)c1C(=O)OCC(=O)N(CC(C)C)c1c(N)n(Cc2ccccc2)c(=O)[nH]c1=O,4.0%,2.5%,-6.7%
COc1ccc(N=Nc2nc3ccc(Br)cc3n2C)cc1,2.0%,u,u
Cc1cc(NN)nc(NS(=O)(=O)c2ccccc2Cl)n1,-4.3%,11.9%,-4.7%
CC(C)OC(=O)c1cccc(C(=O)OCc2ccco2)n1,-4.0%,u,20.6µM*
Cc1ccc(C(=O)OCC(=O)N2C(C)CCCC2C)cc1S(=O)(=O)N1CCOCC1 (centres undefined),-2.7%,-0.3%,u
COc1ccc(Br)cc1CNC(=O)CCSCc1ccc(C)cc1,-2.8%,-28.2%,u
Cc1ccccc1CSCC(=O)c1c(N)n(CC(C)C)c(=O)n(C)c1=O,2.4%,u,23.1µM*
CC1=C(C(=O)N2CCOCC2)CC(CC(=O)NCCc2ccccn2)C(=O)N1CCCN1CCCC1=O (centres undefined),x,-7.8%,-24.7%
COc1cccc2c(=O)n(CC(=O)N3CCCCC3)ccc12,0.1%,-5.3%,-6.9%
O=C(COc1cccnc1[N+](=O)[O-])Nc1ccccc1Sc1ccccc1,-8.2%,u,u
N#Cc1ccc(C(=O)OCCCc2cc3ccccc3c(=O)o2)cc1,u,-27.4%,1.4%
CCOC(=O)c1ccc(NC(=O)CC2C(=O)N(c3ccccc3)C(=O)N2C2CCCCC2)cc1 (centres undefined),-4.7%,25.9µM*,16.4µM*
COCCN(CC(=O)Nc1ccc(F)cc1)S(=O)(=O)c1ccc(S(=O)(=O)N2CCCC2)cc1,-2.5%,-9.1%,-14.2%

In a second layout: entries from further up.
Fields: KAT2A inh	TDP1 cell CPT	DT40 TDP1 no CPT
COC(=O)c1ccc(/C=N/NC(=O)c2ccccc2Cl)cc1
 : -3.6%	u	u
CCOC(=O)c1sc2ncn(/N=C/c3ccc(O)cc3)c(=O)c2c1C
 : -15.7%	10.6%	-2.6%
Cn1cnnc1Sc1ccc(C(F)(F)F)cc1[N+](=O)[O-]
 : -5.1%	3.2%	-1.0%
COc1ccc(/C=C2\SC(=N)N(c3nccs3)C2=O)cc1OC
 : -20.1%	13µM*	5.8µM*
Cc1onc(-c2ccccc2)c1C(=O)OCC(=O)N(CC(C)C)c1c(N)n(Cc2ccccc2)c(=O)[nH]c1=O
 : 4.0%	2.5%	-6.7%
COc1ccc(N=Nc2nc3ccc(Br)cc3n2C)cc1
 : 2.0%	u	u
Cc1cc(NN)nc(NS(=O)(=O)c2ccccc2Cl)n1
 : -4.3%	11.9%	-4.7%
CC(C)OC(=O)c1cccc(C(=O)OCc2ccco2)n1
 : -4.0%	u	20.6µM*
Cc1ccc(C(=O)OCC(=O)N2C(C)CCCC2C)cc1S(=O)(=O)N1CCOCC1 (centres undefined)
 : -2.7%	-0.3%	u
COc1ccc(Br)cc1CNC(=O)CCSCc1ccc(C)cc1
 : -2.8%	-28.2%	u
Cc1ccccc1CSCC(=O)c1c(N)n(CC(C)C)c(=O)n(C)c1=O
 : 2.4%	u	23.1µM*
CC1=C(C(=O)N2CCOCC2)CC(CC(=O)NCCc2ccccn2)C(=O)N1CCCN1CCCC1=O (centres undefined)
 : x	-7.8%	-24.7%
COc1cccc2c(=O)n(CC(=O)N3CCCCC3)ccc12
 : 0.1%	-5.3%	-6.9%
O=C(COc1cccnc1[N+](=O)[O-])Nc1ccccc1Sc1ccccc1
 : -8.2%	u	u
N#Cc1ccc(C(=O)OCCCc2cc3ccccc3c(=O)o2)cc1
 : u	-27.4%	1.4%
CCOC(=O)c1ccc(NC(=O)CC2C(=O)N(c3ccccc3)C(=O)N2C2CCCCC2)cc1 (centres undefined)
 : -4.7%	25.9µM*	16.4µM*
COCCN(CC(=O)Nc1ccc(F)cc1)S(=O)(=O)c1ccc(S(=O)(=O)N2CCCC2)cc1
 : -2.5%	-9.1%	-14.2%

Copied from the list:
Cn1c(=O)c2c(SCc3ccccn3)nc(CC(C)(C)C)nc2n(C)c1=O in KAT2A inh → -0.4%
CC(C)OC(=O)c1cccc(C(=O)OCc2ccco2)n1 in DT40 TDP1 no CPT → 20.6µM*

Carrying on:
Compound,KAT2A inh,TDP1 cell CPT,DT40 TDP1 no CPT
Cc1cc(C)c2c(N)c(C(=O)Nc3ncc(C)s3)sc2n1,-13.4%,16.4µM*,18.4µM*
C/C(CC(=O)Nc1ccc2c(c1)OCCO2)=N\NC(=O)C(=O)Nc1ccccc1C,-2.7%,6.1%,0.4%
CC(=O)Oc1ccccc1N(C(C)=O)S(=O)(=O)c1ccc(C)cc1,-6.0%,-11.6%,-2.1%
CCCS(=O)(=O)NC(=O)C1(C)CCCN(C(=O)c2cc(C)n(C(C)(C)C)n2)C1 (centres undefined),x,-9.1%,-7.6%
CCc1ccc(S(=O)(=O)c2nnn3c2nc(NCc2cccs2)c2sccc23)cc1,-9.0%,u,u
Clc1ncnc2[nH]ccc12,x,-2.3%,u
COc1ccc([C@H]2CN(CCc3ccccc3)C(=O)[C@@H]2CC(=O)Nc2ccccc2)cc1,x,u,u
O=C(Nc1cccc(-n2cccn2)c1)C1CCCN(Cc2cc3ccccc3[nH]2)C1 (centres undefined),u,16.4µM*,u
O=c1c(-c2cc(F)cc(F)c2)nc2cncnc2n1Cc1ccccc1,-15.7%,u,u
Cn1cnnc1SCC(=O)N1N=C2/C(=C/c3ccco3)CCCC2C1c1ccco1 (centres undefined),-10.3%,-17.5%,-28.8%
O=C(N/N=C/c1ccc2c(c1)OCO2)c1sc2cccc(Cl)c2c1Cl,-7.5%,u,u
O=C(CCn1cnnn1)N1CCCC(Nc2ccc(F)c(F)c2)C1 (centres undefined),-16.8%,u,-9.4%
CCC(=O)N1CCc2cc(OC)c(OC)cc2C1COc1ccc(F)cc1 (centres undefined),1.5%,-10.1%,u
Cc1ccc(S(=O)(=O)N2CCN(C(=O)CCC(=O)NCCc3ccc(F)cc3)CC2)cc1,-0.9%,4.5%,-0.2%
COc1ccc2[nH]c3c(=O)n(CCCCC(=O)N4CCC(C(N)=O)CC4)c(=S)[nH]c3c2c1,-3.1%,-7.7%,2.2%
CN(Cc1ccc(Cl)cc1Cl)C(=O)c1cccc(S(=O)(=O)N2CCN(c3ccccc3)CC2)c1,-3.8%,25.9µM*,16.4µM*
O=C(CCc1nc2ccccc2s1)Nc1ccccc1,2.2%,-20.0%,u
CCC(=O)c1ccc(OC(=O)Cc2ccc(OC)cc2)cc1,1.0%,4.9%,-0.2%
CSc1ncc(Cl)c(C(=O)Nc2ccc(S(=O)(=O)N3CCOCC3)cc2)n1,-1.6%,-19.5%,-25.7%
Fc1ccccc1-c1nc(-c2ccc(Br)o2)no1,17.8%,3.9%,1.2%

More compounds follow:
Compound,KAT2A inh,TDP1 cell CPT,DT40 TDP1 no CPT
c1ccc2sc(-n3cc(C4CCCCC4)nn3)nc2c1,x,u,u
COc1cc(/C=C2/CCC/C(=C\c3cc(O)c(OC)c(Cl)c3)C2=O)cc(Cl)c1O,-7.4%,10.3µM*,10.3µM*
Cc1cc(C)cc(NC(=O)Cn2c(=O)c3ccccc3n3nncc23)c1,3.7%,9.2%,8.0%
CCOC(=O)C(C(=O)OCC)C1N=C(N)N=C2Oc3ccccc3N21 (centres undefined),0.1%,-10.7%,-15.3%
CC(C)(C)NC(=O)[C@]1(C)CCC[C@@]2(C)C3CC[C@@]4(C)C[C@]3(CCC21)CC4=O (some centres undefined),-8.7%,u,-24.5%
COc1ccc(NCc2nnc(SCC(=O)Nc3ccc(OC)cc3)n2C)cc1,0.9%,-13.4%,-15.6%
Cc1ccsc1C(=O)N1CCC1(C)C(=O)NS(=O)(=O)c1cccc(F)c1 (centres undefined),x,-13.4%,-0.7%
CCOc1ccccc1C(=O)NC(C(=O)Nc1ccccc1N1CCOCC1)C(C)C (centres undefined),-12.1%,u,u
CC(=O)Nc1ccc(S(=O)(=O)NCCSCc2ccccc2Cl)cc1,-0.6%,9.2µM*,18.4µM*
Clc1ccc(-c2nnc(N3CCOCC3)o2)cc1,-5.2%,3.1%,6.8%
CCOC(=O)COc1cccc2c(=O)n(CC(=O)N3CCN(C(=O)OCC)CC3)ccc12,-4.6%,-8.4%,-14.6%
COc1cccc(NC(=O)C2CC2)c1,1.2%,5.8µM*,-3.9%
Cc1cc2oc(=O)cc(C)c2c2occ(-c3ccc(Cl)cc3)c12,-3.6%,30.5%[activator],8.9%
O=[N+]([O-])c1cc([N+](=O)[O-])c(Oc2ccc(Cl)c3cccnc23)cc1NN1CCCCC1,-5.5%,u,u
CCOC(=O)C1CCN(S(=O)(=O)c2cc(Br)cc3c2N(C(=O)CC)CC3)CC1,-7.8%,2.6%,2.8%
Cc1cc(=O)oc2c1ccc1ccccc12,0.1%,-4.4%,10.2%
CC(NC(=S)Nc1ccc(S(=O)(=O)N2CCOCC2)cc1)C1CC2CCC1C2 (centres undefined),-12.8%,u,29.1µM*
O=c1c(C/C=C/c2ccccc2)c(O)nc2n1CCCS2,-1.3%,-8.7%,-13.7%
COc1ccc(S(=O)(=O)N2CCCCCC2)cc1N(C)S(=O)(=O)c1ccccc1,-3.7%,u,23.1µM*
CC1CN(CCOCCSc2ccc(Cl)cc2)CC(C)O1 (centres undefined),-2.3%,-20.6%,u

New compounds follow.
Compound,KAT2A inh,TDP1 cell CPT,DT40 TDP1 no CPT
CCCS(=O)(=O)c1nc(S(=O)(=O)c2ccc(C)cc2)c(NCc2ccco2)s1,-8.0%,u,u
CCCCn1c2c(c(=N)c3c1CCC3)CCC2,-7.7%,6.51µM*,4.61µM*
COC(=O)CCCC(=O)N1CCCC(N(C)CCc2ccccc2)C1 (centres undefined),-7.5%,-4.8%,23.7%
Cc1nnc(SCC(=O)NNC(=O)c2ccco2)n1-c1cccc(Cl)c1,-5.8%,4.0%,-4.3%
CN1CCN(CC(=O)NC2CCCCC2)CC1,-1.3%,-11.3%,-5.9%
O=C(OCc1cn([C@@H]2CN(C(=O)C3CCCCC3)[C@@H](c3ccc(Cl)cc3)C[C@H]2O)nn1)c1ccccc1,x,-25.9%,u
COC(=O)COc1ccc(S(=O)(=O)N2CCCCCC2)cc1,-1.0%,7.1%,-4.9%
CN(C(=O)CSc1nnc(Cc2ccccc2F)n1N)C1CCCCC1,0.5%,-4.1%,-1.3%
COc1ccc(CCC(=O)N2c3ccccc3CC2C)cc1 (centres undefined),-0.8%,u,u
CC(=O)[C@@]1(O)CC[C@H]2[C@@H]3CCC4=CC(=O)CC[C@]4(C)[C@H]3[C@@H](O)C[C@@]21C,0.7%,-17.9%,-15.9%
COC(=O)c1ccc(N2C(c3cccc(OC)c3)=Cc3ccc(F)cc3C2c2c(C)[nH]c3ccccc23)cc1 (centres undefined),x,23.1µM*,u
CC1(C)COC(c2cc3c(cc2Br)OCO3)OC1,x,-16.6%,-18.7%
Cc1cn(CC(=O)NCc2ccccc2)c(=O)[nH]c1=O,x,4.3%,-4.0%
CN(Cc1ccncc1)C1CC(=O)N(c2ccc(F)cc2)C1=O (centres undefined),-5.2%,-17.7%,-0.1%
Cc1cc(C)c(S(=O)(=O)N(C)c2ccccc2)c(C)c1,-3.2%,u,-9.2%
CCC1CCCCN1C(=O)CCS(=O)(=O)c1ccc2c(c1)CCN2C(C)=O (centres undefined),1.1%,u,-2.0%
